# N370S GC = inhibits or activates N370S mutant glucocerebrosidase. actives 0.092% (n = 330,000). N370S GC spleen homogenate, 4MU-glucoside fluorescence. AID 2101. Potency, µM (top dose mostly 59.4 µM), inactives show top-dose activity change, negative = inhibition, hits mostly inhibitors;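 note: 0% = full enzyme activity and -100% = no enzyme basal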
# TDP1 cell noCPT = qHTS for Inhibitors of human tyrosyl-DNA phosphodiesterase 1 (TDP1): qHTS in cells in absence of CPT | DT40 Tdp1-/- hTDP1 cells, no CPT, ATP luminescence, 48 h | Potency, µM (series often up to 46.2 µM), for inactives: top-dose activity change, negative = growth inhibition, most hits filed as inhibitors | actives 15% (n = 420,000) | AID 686978, 2013; note: nearly all actives have a fitted effect of over 55% in size
#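 Readout: luminescence from CellTiter-Glo after 30 min in the dark at RT. Cells: DT40 Tdp1-/- with stable hTDP1, 400/well. Exposure: compounds alone, ≥48 hr, 37 °C.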
# TDP1 block = TDP1 (human) enzyme inhibition; AID 485290; Q9NUW8; Potency, µM (titrated, usually from 130 µM), for inactives: top-dose activity change, negative = inhibition, most hits filed as inhibitors; recombinant TDP1, AlphaScreen DNA substrate cleavage; actives 0.28% (n = 350,000); note: nearly all actives have a fitted effect of over 40% in size
# Target sequence (Q9NUW8 whole entry, looked up): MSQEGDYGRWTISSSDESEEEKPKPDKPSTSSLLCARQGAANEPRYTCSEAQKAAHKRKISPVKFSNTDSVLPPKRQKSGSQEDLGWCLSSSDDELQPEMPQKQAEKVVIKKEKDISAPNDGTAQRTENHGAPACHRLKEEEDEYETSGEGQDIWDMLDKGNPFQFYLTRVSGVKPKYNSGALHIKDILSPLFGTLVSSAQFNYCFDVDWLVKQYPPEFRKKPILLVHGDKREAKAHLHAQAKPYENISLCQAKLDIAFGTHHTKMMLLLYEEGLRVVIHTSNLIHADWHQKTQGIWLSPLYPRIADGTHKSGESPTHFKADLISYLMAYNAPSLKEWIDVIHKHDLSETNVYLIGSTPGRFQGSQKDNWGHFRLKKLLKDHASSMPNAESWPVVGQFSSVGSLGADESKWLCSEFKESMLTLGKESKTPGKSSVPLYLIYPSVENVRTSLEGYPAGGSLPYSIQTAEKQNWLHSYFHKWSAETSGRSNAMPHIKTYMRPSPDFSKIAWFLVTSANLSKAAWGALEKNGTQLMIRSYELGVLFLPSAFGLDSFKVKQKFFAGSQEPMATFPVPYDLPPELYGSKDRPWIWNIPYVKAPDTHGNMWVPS
#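 Enzyme-compound mixtures sat 15 min at room temperature, followed by a 5 min reaction with 15 nM final substrate and 10 min with AlphaScreen beads. Recombinant human Tdp1 was used at 1 nM final.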
# An asterisk follows results filed as active; ? = inconclusive; / = not tested or not shown; & = joins results of further samples; [ ] = remark or other dose. Calls come from the whole dose curve; as a rule, active = well fitted curve in the direction sought with a large enough effect; inconclusive = small, poorly fitted or top-dose-only effect, or another doubt; inactive = no such curve, though single readings can be large; an effect the other way counts as inactive or inconclusive. Unless noted, % is set by controls: 0 for no effect and ±100 for the full control effect; potency is the fitted concentration of half-maximal effect. The list is partial, so the mix of outcomes need not match the whole.
no.	structure	N370S GC	TDP1 cell noCPT	TDP1 block
1	O=C(Cn1nnc(-c2ccccc2)n1)NNC(=O)c1ccco1	17%	0%	3%
2	COc1ccc(S(=O)(=O)NC(C)C(=O)Nc2ccc3c(c2)OCCO3)cc1OC (stereo not given)	-20%	-9%	1%
3	CCOc1ccc(-c2cc3nc(C4CCN(C(=O)OC(C)(C)C)CC4)c(C(=O)Nc4ccc(C)cc4C)cn3n2)cc1	/	21µM*	4%
4	Fc1ccc(-c2cc3nc4c(c(N5CCOCC5)n3n2)CCCC4)cc1	11%[2.35 µM]	16µM*	-6%
5	O=C(Nc1ccccc1F)N(CCCN1CCOCC1)Cc1cc2cc3c(cc2[nH]c1=O)OCCO3	22%	16µM*	2%
6	CCC(C)(C)NC(=O)CN(Cc1ccc2c(c1)OCO2)C(=O)CCC(=O)Nc1cc(C)ccn1	4%	-29%	/
7	Cc1c(NC(=O)OCCNC(=O)COc2c(Cl)cccc2Cl)sc(=S)n1C	-26%	-13%	8%
8	CCOC(=O)N1CCC(NC(=O)Cn2ncc3ccccc32)CC1	-7%	0%	1%
9	CNC(=O)CSc1nnc(-c2ccccn2)n1Cc1ccco1	-1%	18%	1%
10	CSc1nc2ccccc2cc1/C=C(\C#N)c1ccc(Cl)cc1Cl	-2%	-23%	2%
11	COc1ccccc1NC(=O)/C=C/C(N)=O	/	2.9µM*	-3%
12	Cc1ccc2c(c1)nnn2C1CCN(C(=O)NC23CC4CC(CC(C4)C2)C3)CC1	2%	/	3%

# Profiles as entered above:
# `CSc1nc2ccccc2cc1/C=C(\C#N)c1ccc(Cl)cc1Cl` is listed with N370S GC: -2%; TDP1 cell noCPT: -23%; TDP1 block: 2%
# `CCOc1ccc(-c2cc3nc(C4CCN(C(=O)OC(C)(C)C)CC4)c(C(=O)Nc4ccc(C)cc4C)cn3n2)cc1` is listed with N370S GC: /; TDP1 cell noCPT: 21µM*; TDP1 block: 4%
# `COc1ccc(S(=O)(=O)NC(C)C(=O)Nc2ccc3c(c2)OCCO3)cc1OC` (stereo not given) is listed with N370S GC: -20%; TDP1 cell noCPT: -9%; TDP1 block: 1%

# More results follow:
no.	structure	N370S GC	TDP1 cell noCPT	TDP1 block
13	Cc1ccc(NC(=O)CCC(=O)N2CCC(c3ccccc3)=N2)cc1S(=O)(=O)N1CCCCC1	2%	?	3%
14	Cc1ccc(CNC(=O)CCS(=O)(=O)c2cc3c(cc2Cl)NC(=O)CO3)cc1	9%	?	3%&6%
15	CN(C)CCNC(=O)c1ccccc1-c1cc2ccccc2c(=O)o1	1%	6%	/
16	Cc1cccc(CSCCNC(=O)C2CCN(S(=O)(=O)Cc3ccccc3)CC2)c1	/	-8%	9%
17	Cn1nc(C(C)(C)C)cc1NC(=O)Nc1ccc(Cl)cc1	5%	-10%	3%
18	COc1ccc(NC(=S)Nc2cc(C)[nH]n2)cc1Cl	5%	18µM*	-8%
19	O=[N+]([O-])c1ccc2[nH]cc(S(=O)(=O)N3CCN(c4cccc(Cl)c4)CC3)c2c1	-6%	-14%	8%
20	CCOc1ccc(C2=C(C=C(C#N)C#N)C(c3ccccc3)c3ccccc3O2)cc1 (stereo not given)	?	?	9%
21	COc1cccc(/C=N/n2c(C3CCCCC3)n[nH]c2=S)c1O	-1%	14%	/
22	CC(=O)c1ccc(NC(=O)CCn2nc(C)c(S(=O)(=O)N3CCC(C)CC3)c2C)cc1	/	?	9%
23	COCCCN(C(=O)Nc1cccc(Cl)c1)C(C)c1ccccn1 (stereo not given)	9%	0%	2%
24	Cc1ccc(CSC2=NCCN2S(=O)(=O)c2ccc(F)cc2)cc1	-4%	?	-18%

# Gathered by group, the compounds so far containing an NH in an aromatic ring (4)
no.	structure	N370S GC	TDP1 cell noCPT	TDP1 block
5	O=C(Nc1ccccc1F)N(CCCN1CCOCC1)Cc1cc2cc3c(cc2[nH]c1=O)OCCO3	22%	16µM*	2%
18	COc1ccc(NC(=S)Nc2cc(C)[nH]n2)cc1Cl	5%	18µM*	-8%
19	O=[N+]([O-])c1ccc2[nH]cc(S(=O)(=O)N3CCN(c4cccc(Cl)c4)CC3)c2c1	-6%	-14%	8%
21	COc1cccc(/C=N/n2c(C3CCCCC3)n[nH]c2=S)c1O	-1%	14%	/

# (further entries)
no.	structure	N370S GC	TDP1 cell noCPT	TDP1 block
25	CC(C)(C)c1nc2scc(-c3ccc(Br)cc3)c2c(=O)o1	0%	-8%	2%
26	CC(Sc1nnc(-c2ccco2)n1C)C(=O)Nc1nccs1 (stereo not given)	-5%	-9%	-1%
27	Cc1ccc(C(=O)N2CCCCC2)cc1S(=O)(=O)N1CCCCCC1	-2%	-20%	1%
28	O=C(c1ccc(CN2CCOCC2)cc1)N1CCN(c2cccc(Cl)c2)CC1	5%	?	4%
29	COc1ccc(C)cc1NC(=O)CSc1nnc(COc2ccc(C)cc2)n1Cc1ccco1	22%	?	10%
30	Cc1cccc2cc(CN(Cc3cccs3)C(=S)NCc3ccco3)c(=O)[nH]c12	13%	?	8%
31	CCCCNC(=O)O[C@@H]1C[C@@H]2CCN3C(=O)CCC[C@H]([C@H]1CC)[C@H]23	0%	10µM*	/
32	O=C(/C=C/c1ccc(Cl)cc1Cl)NCc1ccco1	25%	-28%	3%
33	CCCCC1=CC2=C(c3ccco3)C(=O)C(C)(OC(=O)c3ccc(OC)cc3)C(=O)C2=CN1Cc1ccccc1 (stereo not given)	5%[12.8 µM]	4.6µM*	6%[12.3 µM]
34	CCOC(=O)c1c(NC(=O)C(C)Sc2cn(CCNC(=O)c3ccc(OCC)cc3)c3ccccc23)sc2c1CCC2 (stereo not given)	/	?	2%
35	CN(C)CCNC(=O)Cn1nc(N2CCN(c3ccccc3)CC2)ccc1=O	/	-14%	0%
36	Cc1ccc(NC(=O)NC2CCCN2S(=O)(=O)c2ccc(Cl)cc2)cc1 (stereo not given)	-2%	-14%	-2%
37	Cc1ccc(N2C(=O)CSC2c2cccnc2)c(Cl)c1 (stereo not given)	8%	21µM*	-2%
38	CCC(CC)C(=O)N=C1SC2CS(=O)(=O)CC2N1CCc1ccc(OC)cc1 (stereo not given)	4%	?	6%
39	COc1ccc(CCN2C(=O)c3[nH]nc(-c4ccccc4O)c3C2c2cccc(Cl)c2)cc1 (stereo not given)	-21%	21µM*	10%
40	O=S(=O)(c1ccc(F)cc1)N1CCN(c2ncnc3c2cnn3-c2ccccc2)CC1	4%	?	4%
41	COc1ccc(CCNC(=O)c2nnn(CC(=O)Nc3c(C)cc(C)cc3C)c2N)cc1OC	2%	-2%	0%
42	Cc1noc(C)c1COc1ccc(C(=O)OCC(=O)NC23CC4CC(CC(C4)C2)C3)cc1	29%	?	1%
43	Cc1ccc(N(C(=O)CNC(=O)c2ccco2)C(C(=O)NCC2CCCO2)c2ccccc2)c(C)c1 (stereo not given)	-14%	-8%	3%
44	CC(=O)N(CCC(Cc1ccccc1)c1ccc2c(c1)OCO2)Cc1ccccc1F (stereo not given)	9%	?	-3%
45	CC(=O)Nc1ccc(C(=O)CN2C(=O)CSC2=O)cc1	-14%	13%	/
46	CCOC(=O)C1(C(F)(F)F)N=C(c2cccnc2)OC(N2CCOCC2)=N1 (stereo not given)	5%	-20%	2%
47	COC(=O)C1=CO[C@@H](O[C@@H]2O[C@H](CO)[C@@H](O)[C@H](O)[C@H]2O)C2C1C=C[C@@]2(O)CO (stereo not given in full)	/	?	0%
48	O=C1Nc2ccccc2OC1CC(=O)N1CCN(c2cccc(C(F)(F)F)c2)CC1 (stereo not given)	0%	?	2%
49	O=C(OCn1nnc2ccccc2c1=O)c1ccc(O)cc1	2%	-1%	-2%
50	CCOC(=O)c1c(NC(=O)COc2cc(C)ccc2C(C)C)sc2c1CCCC2	/	-6%	-1%[12.3 µM]
51	COc1cccc2c1OC1(C)CC2/C(=C(\C)O)C(=O)N1 (stereo not given)	-2%	-3%	4%
52	Cc1ccccc1CN1c2ccccc2S(=O)(=O)c2ccccc21	/	-5%	2%
53	N#C/C(=C\c1ccc(C(=O)O)cc1)S(=O)(=O)c1cc(Br)ccc1Br	16%	-16%	4%
54	CC1CCOC(c2coc3ccccc3c2=O)O1 (stereo not given)	4%	-10%	3%
55	CCNC(=S)NS(=O)(=O)c1ccc(C)cc1	2%	4%	3%
56	O=S(=O)(NC1CC1)c1ccccc1	2%	6%	1%
57	CCC(C(=O)O)N1C(=O)/C(=C/c2cccn2C)SC1=S (stereo not given)	-8%	-9%	-2%
58	Cc1cccc(C)c1NC(=S)NC(=O)CCc1ccccc1	6%	-25%	4%
59	CCc1ccccc1NC(=O)CN1CCN(C(=O)CN2C(=O)NC3(CCCCC3C)C2=O)CC1 (stereo not given)	-1%	?	2%
60	CC(C)(C)n1ncc2c(=O)n(CC(=O)c3ccccc3)cnc21	11%	?	0%[56.1 µM]
61	NC(=O)C1CC(=O)N(CCc2ccc(F)cc2)C1 (stereo not given)	-1%	-3%	/
62	O=C(/C=C/c1ccccc1[N+](=O)[O-])Nc1cccnc1	6%	?	3%
63	CCc1ncc(/C=C2\C(=O)Nc3ccccc32)[nH]1	-10%	-6%	5%
64	CC(C)c1ccc(Cc2nnc(NCCCO)[nH]c2=O)cc1	-1%	-9%	-1%
65	Cc1nc(CC(=O)Nc2ccc(C(N)=O)cc2)cs1	/	2%	-2%
66	COc1ccc(CCNC(=O)C(=O)NCC(c2ccc3c(c2)OCO3)N2CCOCC2)cc1OC (stereo not given)	/	-24%	0%
67	CCS(=O)(=O)NCc1csc(C)n1	-7%	-24%	3%
68	CCC(C)(C)C1CCC2(CC1)NC(=O)N(CC(=O)NCCOc1ccccc1)C2=O (stereo not given)	/	?	1%
69	COC(=O)CCCC(=O)NCC1(N(C)Cc2ccccc2)Cc2ccccc2C1	-6%	?	/
70	Cc1c(C2C(C#N)=C(N)N(c3cccc([N+](=O)[O-])c3)C3=C2C(=O)CCC3)cnn1C (stereo not given)	-1%	/	2%
71	COC(=O)CSc1nnnn1-c1cccc2ccccc12	6%	-10%	0%
72	O=C(CSc1ccc(-c2ccccn2)nn1)c1ccc([N+](=O)[O-])cc1	21%	?	8%
73	C[N+]1(CCN2C(=O)C3CC=C(Cl)CC3C2=O)CCOCC1 (stereo not given)	3%	5%	7%
74	CCN(Cc1ccc(OC)c(F)c1)C(=O)c1cc2ccccc2o1	16%	?	-6%
75	CCOc1ccc(-c2csc(NC(=O)c3cccc(N4C(=O)CCC4=O)c3)n2)cc1	-1%	-24%	-12%
76	CCN(C(=O)COc1ncnc2ccccc12)C1CCCCC1	/	14%	0%
77	O=C(c1ccc(F)cc1)N1CCN(C2CCC(c3ccccc3)CC2)CC1 (stereo not given)	-10%	-5%	-10%
78	CCCC(=O)Nc1ccccc1NC(=O)c1ccc(OC)cc1	7%	0%	-3%
79	COc1ccc2oc(C(=O)Nc3ccc(N4CCOCC4)cc3)c(C)c2c1	-1%	?	0%[0.505 µM]
80	Cc1ccccc1OCC(O)Cn1c(Br)nc2c1c(=O)n(C)c(=O)n2C (stereo not given)	-5%	?	3%
81	Cc1cc(=O)n(CCC(=O)O)c2ccccc12	11%	-19%	5%
82	CCOC(=O)c1sc2nc(C)nc(NCCc3ccc(S(N)(=O)=O)cc3)c2c1C	13%	-2%	4%
83	Clc1ccccc1N/N=C/c1ccc2c(c1)OCO2	12%	-21%	8%
84	COc1cc(OC)c(-n2cc(-c3ccc(Cl)cc3)[nH]c2=O)cc1Cl	-27%	?	?

# Next section:
no.	structure	N370S GC	TDP1 cell noCPT	TDP1 block
85	Cc1ccc(S(=O)(=O)N2[C@@H](c3ccc(Br)cc3)C(C(=O)O)=CC[C@H]2c2cccc(Cl)c2)cc1	/	-10%	3%
86	Cc1cc(C)n(-c2cccc(C(=O)O)c2)n1	-14%	-2%	2%
87	O=C(Nc1ccc(-c2nnc(-c3ccccc3)o2)cc1)C1CCCO1 (stereo not given)	-13%	?	7%
88	C=CCn1c(=O)/c(=C\c2ccsc2)s/c1=C(/C#N)C(=O)NCCN1CCOCC1	-3%	?	-1%
89	Cc1ccc2nc(/C(C#N)=C\c3cc(O)ccc3[N+](=O)[O-])[nH]c2c1	-2%	-22%	6%
90	C/C=C\C=C\C(=O)Nc1cccc(C2=NOC3(C2)C[C@H](C(N)=O)N(C(=O)c2ccccc2C(=O)c2ccccc2)C3)c1 (stereo not given in full)	-5%	16µM*	4%
91	Cc1cc(-c2ccc(C)c(S(=O)(=O)N3CCN(c4cccc(C(F)(F)F)c4)CC3)c2)on1	/	?	5%
92	Cc1ccc(SCCC(=O)Nc2ccc(OCc3ccccc3)cc2)cc1	0%	-22%	-3%
93	O=C1/C(=C/c2ccccc2[N+](=O)[O-])COc2ccccc21	18%	?	3%
94	CC1CC(c2ccccc2)NS(=O)(=O)O1 (stereo not given)	1%	-9%	/
95	O=C(NCc1ccncc1)Nc1ccccc1	2%	5%	4%
96	CCN(C(=O)CSc1nnc(C)n1-c1cccc(C)c1)C1CCS(=O)(=O)C1 (stereo not given)	/	9%	-2%[56.1 µM]

# From PubChem BioAssay
